# Screening results deposited in PubChem by several laboratories.
# Salmonella PhoP GFP: inhibitors of PhoP regulon expression, primary screen, Salmonella Typhimurium, GFP reporter (AID 1863); S. Typhimurium PhoP-regulated promoter GFP reporter, 4 h; higher % means a stronger effect; one-dose inhibition, % at 50 µM; IC50 in µM for titrated hits; 300,000 tested, 0.16% active;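 active means inhibition over 29.93%, a cutoff 3 SD above the screen mean, later confirmed by dose response; inconclusive means inhibition over 29.93% but no dose response follow-up; inactive means inhibition at most 29.93% or unconfirmed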;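 further: 0% = low Mg2+ inducing control and 100% = high Mg2+ repressing control; strong numbers were not always called active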
# M1AAP inhibition: P. falciparum M1AAP inhibitors, biochemical, fluorogenic H-Leu-NHMec substrate, 1536-well (AID 1445). one-dose inhibition, % at 30 µM; IC50 in µM for titrated hits. Aminopeptidase N (Plasmodium falciparum (isolate 3D7)). 220,000 tested, 0.42% active. recombinant M1AAP, H-Leu-NHMec fluorogenic kinetic assay; higher % means a stronger effect;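 active means primary inhibition above the hit cutoff, then over 50% inhibition at one or more dose response concentrations, cut at about 23% in these data, passing the limit was not always enough; inconclusive means conflicting primary data, or primary hits not chosen for dose response; inactive means low primary inhibition, or under 50% at every dose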;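 further: plate controls were DMSO full reaction for no effect and no enzyme background for full effect; strong numbers were not always called active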
# human PMI inhibitors: human PMI inhibitors, high substrate, primary screen, biochemical, fluorescence intensity, high mannose 6-phosphate (AID 1220) | inhibition, % at 20 µM, or IC50 in µM where a hit was titrated | recombinant PMI enzyme, coupled fluorescence intensity; higher % means a stronger effect | 190,000 tested, 0.66% active; in the data active means inhibition above about 50%
# West Nile virus CPE: West Nile virus antiviral activity, cell-based, CPE readout (AID 1621); West Nile virus-infected cells, CPE inhibition; higher % means a stronger effect; one-dose CPE inhibition, % at 10 µM; IC50 in µM for titrated hits; 290,000 tested, 0.02% active; in the data active means a potency from the dose series; inconclusive means CPE inhibition mostly from about 3.7% at the one dose, without a potency; inactive means the rest, 99 in 100 with CPE inhibition below about 2.2%; further: strong numbers were not always called active
# Yfh1-off respiration: enhancers of respiration in Yfh1-depleted yeast, dose response, Friedreich's ataxia, plus single-dose screen (AID 1465). S. cerevisiae Yfh1-off respiration, WST-1 reduction, 72 h; higher fold induction means a stronger effect. 220,000 tested, 0.074% active. fold induction at 50 µM, or EC50 in µM where a hit was titrated;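 active means fold induction of absorbance versus untreated yeast above a set limit, then at least 30% activation at any dose in follow-up; inconclusive means repeats straddling the limit, or above it without dose testing; inactive means fold induction below the set limit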;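 further: activators that raise dye reduction in frataxin-depleted yeast; strong numbers were not always called active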
# ER stress rescue: rescue of cells from ER stress-induced death, primary screen, 384-well, CSM14.1, thapsigargin, ATP luminescence (AID 1222); cellular ATP content (survival), % at 20 µM; hits with a dose series show EC50 in µM; 190,000 tested, under 10 active; CSM14.1 thapsigargin-induced death rescue, ATP luminescence; higher % means a stronger effect;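 active means EC50 below 50 µM in the dose-response confirmation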;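 further: death triggered by thapsigargin at about 15 µM added after 2 h compound pretreatment; cell ATP read after overnight thapsigargin exposure of roughly 18 to 22 hours; normalized against plate controls of thapsigargin alone and 5% DMSO vehicle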
# SIAH1 antagonists: Siah-1 peptide-binding antagonists, primary screen, biochemical, fluorescence polarization, rhodamine-plectin, uHTS (AID 1817); E3 ubiquitin-protein ligase SIAH1 (Homo sapiens); Siah-1 / rhodamine-plectin peptide fluorescence polarization; higher % means a stronger effect; 290,000 tested, 0.02% active; displacement, % at 20 µM, or IC50 in µM where a hit was titrated;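 active means displacement of at least 50% at 20 µM, with a fluorescence ratio check between 0.3 and a set limit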;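 further: plate controls were Siah plus tracer with DMSO for no effect and tracer alone without Siah for full effect; strong numbers were not always called active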
# XIAP displacement: XIAP antagonists, biochemical, IAP family, fluorescence polarization (AID 1018); E3 ubiquitin-protein ligase XIAP (Homo sapiens); XIAP BIR domain, fluorescence polarization peptide displacement; higher % means a stronger effect; displacement, % at 20 µM; hits with a dose series show IC50 in µM; 200,000 tested, 0.007% active; in the data active means displacement above about 50%; further: a part of the inactive calls stands beside numbers as strong as those of hits
# P. falciparum M17LAP: P. falciparum M17LAP inhibitors, primary screen, biochemical, fluorogenic H-Leu-NHMec substrate, 1536-well (AID 1619); recombinant M17LAP, H-Leu-NHMec fluorogenic kinetic assay; higher % means a stronger effect; 220,000 tested, 0.38% active; Leucine aminopeptidase (Plasmodium falciparum (isolate 3D7)); one-dose inhibition, % at 30 µM; IC50 in µM for titrated hits;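 active means compound inhibiting the enzyme by more than half at any dose during confirmatory dose-response retesting; inconclusive means strong single-dose inhibitors picked by rank but not retested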;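 further: plate controls were full reaction with DMSO carrier for no effect and no enzyme background for full effect; strong numbers were not always called active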
# Active calls of the source: *; i = inactive; ? = inconclusive; nt = no result given; & = joins results of further samples.
SMILES,Salmonella PhoP GFP,M1AAP inhibition,human PMI inhibitors,West Nile virus CPE,Yfh1-off respiration,ER stress rescue,SIAH1 antagonists,XIAP displacement,P. falciparum M17LAP
CCCN1CCN(CCCNC(=O)Cn2ncc3c4ccccc4n(C)c3c2=O)CC1,-2%,4%,-2%,-0.6%,i,-0.7%,-3%,-1.2%,-9%
COCCn1c(C)cc(C(=O)COc2cccnc2[N+](=O)[O-])c1C,-8%,2%,59%*,0.2%,i,-1.9%,-4%,-4.0%,8%
O=C(CCCCCCCC(=O)NCC1CCCO1)NCC1CCCO1 (stereo unspecified),0%,-12%,-12%,1.1%,i,2.0%,0%,-1.8%,-1%
Cc1c(Nc2ccc(C=O)cc2)c(=O)n(-c2ccccc2)n1C,1%,12%,10%,0.6%,i,0.4%,7%,-3.2%,21%
CC(C)[C@H](NC(=O)c1ccccc1)C(=O)OCC(=O)NCCc1ccc(F)cc1,-12%,2%,10%,-0.3%,i,0.9%,-3%,-15%,9%
COC(=O)CCC(=O)OC1(C)C(=O)C=C2C=C(C3CC3)N(c3ccccc3)C=C2C1=O (stereo unspecified),14%&-8%,5%,nt,-0.2%,i,nt,9%,nt,2%
CC1CN(CCC(=O)Nc2ccc3c(c2)OCO3)CC(C)O1 (stereo unspecified),8%,-2%,7%,0.2%,i,-1.3%,2%,-3.2%,-7%
Cc1onc(-c2ccccc2)c1NC(=O)N(Cc1ccccc1)C(C)C,0%,3%,nt,-0.6%,i,nt,-3%,nt,-3%
CS(=O)(=O)N(CC(=O)Nc1ccccc1C(=O)N1CCCC1)c1cccc([N+](=O)[O-])c1,9%,-1%,2%,-0.9%,i,-0.6%,2%,1.1%,-4%
c1ccc(-n2ncc3c2ncn2nc(-c4ccco4)nc32)cc1,4%,15%,24%,-0.5%,i,-2.9%,9%,-3.2%,19%
CCNC(=O)c1ccc2c(c1)S(=O)(=O)c1ccccc1C2=O,12%,3%,-15%,-0.2%,i,0.5%,-1%,-1.9%,9%
CCOC(=O)CSc1nc2c(c(=O)n1-c1ccc(OC)cc1)SCC2,0%,1%,-2%,0.6%,i,-3.8%,-3%,-2.5%,11%
COc1cc(C(=O)NCc2ccc(-c3nc4ccccc4s3)cc2)cc(OC)c1OC,-5%,9%,4%,0.1%,i,0.0%,1%,-8.4%,2%
CCn1c(CCNC(=O)c2ccc(C)cc2)n[nH]c1=S,-4%,7%,-2%,0.5%,i,-0.2%,13%,-3.2%,7%
COc1ccc(C2=CC(c3ccc(F)cc3)n3nnnc3N2)cc1 (stereo unspecified),-21%,3%,-11%,nt,nt,-0.9%,2%,0.9%,-71%
Cc1noc(C)c1CSCC(=O)N1CCN(c2ccc([N+](=O)[O-])cc2)CC1,4%,6%,-5%,-0.5%,i,0.8%,1%,-5.1%,8%
Cc1ccc(-c2cccc(CN3CCN(C4CCN(C(C)C)CC4)C(CCO)C3)c2)o1 (stereo unspecified),-2%,7%,0%,?,i,-0.7%,-2%,-5.4%,2%
COC(=O)C1=C(C)N=C2SC(C)C(=O)N2C1c1cccc(F)c1 (stereo unspecified),6%,-4%,-10%,1.0%,i,-0.1%,1%,-2.1%,9%
COc1ccc2c(c1)N1CCN=C1N2C,-7%,5%,-10%,0.1%,i,0.1%,0%,1.5%,-3%
Cc1ccc(NN2C(=O)C=CC2=O)cc1,-4%,2%,-3%,0.3%,i,1.1%,4%,3.6%,3%
CC(C)CCN1C(=O)c2ccc(C(=O)OCn3nnc4ccccc4c3=O)cc2C1=O,-9%,2%,1%,1.0%,i,-1.0%,-1%,3.6%,-2%
O=S(=O)(c1ccc(Cl)cc1)N1CCC(N2CCCCCC2)CC1,-3%,11%,-12%,-1.0%,i,5.1%,8%,-4.0%,-4%
CCCCCCC(=O)Nc1nc(C)c(-c2csc(Nc3cc(Cl)ccc3C)n2)s1,1%,4%,-30%,-0.5%,i,0.1%,-4%,-7.7%,-6%
O=C(NNc1nc(-c2ccccc2)c2cc(Br)ccc2n1)c1ccc(S(=O)(=O)N2CCCCC2)cc1,3%,2%,0%,-0.8%,i,-3.8%,-4%,-4.2%,-1%
COc1cc2nc(SCc3ccc(F)cc3)n(Cc3cccs3)c(=N)c2cc1OC,-8%,10%,7%,-0.6%,i,-0.5%,-1%,-2.2%,5%
Cc1ccc(Oc2nc(CN3CCOCC3)nc3sc4c(c23)CCC(C)C4)cc1C (stereo unspecified),14%,4%,-4%,-0.2%,i,0.1%,0%,-4.9%,20%
CC(=O)Nc1ccc(CNC(=O)C[N+]2(C)CCOCC2)cc1,nt,nt,4%,2.1%,i,1.1%,-1%,-1.3%,nt
COc1ccc(N2CCN(C(=O)CSc3nnc4c(C)cc5cc(C)ccc5n34)CC2)cc1,-14%,4%,12%,nt,nt,2.4%,5%,-3.8%,-7%
Cc1ccc2c(C)cc(=S)[nH]c2c1,3%,8%,-180%,-0.4%,i,1.2%,4%,-3.8%,-6%
COc1ccc(C(=O)Nc2ccc(NC(=O)c3cccs3)c(OC)c2)cc1Cl,6%,-13%,-3%,0.5%,i,11%,9%,15%,14%
COc1ccc(Cn2c(N)c(C#N)c3nc4ccccc4nc32)cc1OC,-3%,13%,8%,-0.1%,i,-0.8%,-1%,-5.5%,7%
Cc1cccc(OCCOC(=O)C2CCN(S(=O)(=O)c3cccs3)CC2)c1,-1%,10%,7%,0.2%,i,-1.3%,2%,-0.3%,-7%
CCCc1ccc(C(=O)NNc2ccc(F)cc2)cc1,-7%,7%,nt,-0.8%,i,nt,5%,nt,17%
O=c1[nH]cc(S(=O)(=O)c2ccccc2)[nH]1,-5%,2%,-2%,1.4%,i,-1.4%,3%,-5.8%,-2%
CCc1nc2ccc(C(=O)Nc3cccc(C(C)=O)c3)cc2nc1CC,-7%,6%,11%,-0.3%,i,-1.1%,0%,-2.6%,1%
O=S(=O)(Nc1ccc(-c2nc3ccccc3o2)cc1)c1ccccc1,8%,-1%,11%,0.8%,i,-1.2%,-2%,-3.7%,-4%
CCOC(=O)CSc1nnc(Cc2cc(=O)[nH]c(=O)[nH]2)n1-c1ccc(Cl)cc1,-5%,1%,-10%,-0.3%,i,-0.2%,1%,-1.3%,6%
Cc1nn(C)cc1CN(C)C(=O)c1nn2c(c1Cl)NC(c1cccs1)CC2C(F)(F)F (stereo unspecified),-2%,5%,0%,-1.4%,i,-0.5%,3%,-4.6%,12%
CCn1c(COc2ccc3c(c2)CCCC3)nnc1SCC(=O)Nc1nccs1,-1%,-5%,8%,-0.7%,i,-3.5%,4%,-9.5%,4%
CCn1c(SCC(=O)Nc2cccc(C)c2)nc2nc3c(cc2c1=O)COC(C)(C)C3,-9%,6%,nt,0.6%,i,nt,-2%,nt,-4%
Cc1ccc(-n2ncc3c(=O)[nH]c(SC(C)C)nc32)cc1,8%,2%,8%,0.3%,i,nt,0%,-1.1%,-1%
Brc1cccc(-c2nnc3n2CCC3)c1,6%,11%,-4%,-0.3%,i,-2.3%,-2%,-1.1%,-7%
Cc1ccc(CN(Cc2ccc(C)o2)C(=S)NCC(=O)O)cc1,-10%,-4%,7%,2.0%,i,-1.1%,0%,-5.6%,1%
Cn1c(Cn2c(=O)sc3ccccc32)nnc1SCC(=O)N1CCc2ccccc21,2%,-7%,-4%,-0.2%,i,-1.0%,23%,2.2%,6%
Cc1cc(/C=N/NC(=O)CC2(C)OCCO2)c(C)n1-c1cc(Cl)cc(Cl)c1,3%,6%,-2%,0.0%,i,-2.8%,11%,-0.4%,-2%
Cc1ccc(-n2c(SCC(=O)N3CC(=O)Nc4ccccc43)nc3ccccc3c2=O)cc1C,17%,6%,5%,0.4%,i,12%,-3%,0.2%,0%
Cc1ccc(COc2ccc(/C=N/NC(=O)c3nnn(-c4nonc4N)c3COc3ccc(F)cc3)cc2)cc1,3%,4%,nt,1.1%,i,nt,-3%,nt,1%
O=C(O)c1cccc(NC(=S)NC(=O)c2ccc(-c3ccc(Cl)cc3)o2)c1,-12%,?,-7%,0.6%,i,1.4%,12%,-12%,36%
CSc1nnc(-c2cc3c(s2)-c2ccccc2CC3)o1,5%,18%,11%,-0.2%,i,-1.7%,4%,-5.5%,-3%
Cc1cc(OCC(=O)NCc2ccncc2)ccc1Cl,2%,-2%,-7%,0.4%,i,-0.7%,3%,-1.3%,2%
CSCCC(NC(=O)c1ccccc1)C(=O)O (stereo unspecified),-10%,2%,3%,-0.2%,i,-0.2%,-1%,-3.4%,9%
CCCN(CC(=O)Nc1ccc(C(N)=O)cc1)CC(=O)Nc1cc(Cl)ccc1Cl,3%,-1%,10%,0.1%,i,-1.1%,0%,-3.1%,1%
COc1ccc(S(=O)(=O)n2cnc3cc(C)c(C)cc32)cc1,-5%,9%,6%,-0.3%,i,1.1%,2%,-3.3%,9%
CCC(C)C(NC(=O)OCc1ccccc1)C(=O)OCN1C(=O)c2ccccc2C1=O (stereo unspecified),14%,-5%,4%,-0.2%,i,-0.4%,2%,-3.0%,9%
CCN(CC)S(=O)(=O)c1ccc(C(=O)N2CCCCC2)cc1,5%,-1%,6%,-1.2%,i,-2.2%,0%,-1.9%,8%
CC(C)c1nnc(NC(=O)C2CCCN2S(=O)(=O)c2ccc(Cl)cc2)s1 (stereo unspecified),12%,-1%,6%,0.2%,i,-1.7%,0%,-14%,2%
CC(=O)C1=C(c2ccccc2)OC(N)=C(C#N)C1c1ccc(O)cc1 (stereo unspecified),4%,-3%,9%,-0.3%,i,-1.3%,-3%,-4.0%,13%
O=S(=O)(c1ccccc1)c1cnn2c(C(F)(F)F)cc(-c3ccc(F)cc3)nc12,-1%,12%,-10%,-0.2%,i,0.2%,5%,0.0%,5%
O=C(Nc1ccccc1C(=O)N1CCCCC1)c1cccc(S(=O)(=O)N2CCOCC2)c1,1%,4%,-8%,0.2%,i,nt,5%,-9.0%,-10%
Cc1nc(C)c(-c2ccn(S(=O)(=O)c3ccc(Cl)cc3)n2)o1,-3%,-5%,nt,-0.9%,i,nt,2%,nt,-16%
